Bioassay records as filed in PubChem BioAssay.
14-3-3 Bad PPI: disrupts binding of bovine 14-3-3 zeta to phospho-Bad peptide; P63103; TR-FRET 14-3-3zeta/Dy647-pBad peptide displacement, 1 h; inhibition, % at 21.7 µM; actives 0.71% (n = 220,000);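 active = inhibition above about 70%, limit read from the data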;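 note: 0% = full 14-3-3 plus peptide FRET controls and 100% = background without 14-3-3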
Furin inhibitor: blocks human furin protease activity; P09958; purified furin, fluorogenic substrate cleavage; inhibition, % at 30 µM; actives 0.061% (n = 220,000); AID 463115; in the data active = inhibition above about 25%; note: inactives centre near -15
Target sequence (P09958 108-714 limits assumed): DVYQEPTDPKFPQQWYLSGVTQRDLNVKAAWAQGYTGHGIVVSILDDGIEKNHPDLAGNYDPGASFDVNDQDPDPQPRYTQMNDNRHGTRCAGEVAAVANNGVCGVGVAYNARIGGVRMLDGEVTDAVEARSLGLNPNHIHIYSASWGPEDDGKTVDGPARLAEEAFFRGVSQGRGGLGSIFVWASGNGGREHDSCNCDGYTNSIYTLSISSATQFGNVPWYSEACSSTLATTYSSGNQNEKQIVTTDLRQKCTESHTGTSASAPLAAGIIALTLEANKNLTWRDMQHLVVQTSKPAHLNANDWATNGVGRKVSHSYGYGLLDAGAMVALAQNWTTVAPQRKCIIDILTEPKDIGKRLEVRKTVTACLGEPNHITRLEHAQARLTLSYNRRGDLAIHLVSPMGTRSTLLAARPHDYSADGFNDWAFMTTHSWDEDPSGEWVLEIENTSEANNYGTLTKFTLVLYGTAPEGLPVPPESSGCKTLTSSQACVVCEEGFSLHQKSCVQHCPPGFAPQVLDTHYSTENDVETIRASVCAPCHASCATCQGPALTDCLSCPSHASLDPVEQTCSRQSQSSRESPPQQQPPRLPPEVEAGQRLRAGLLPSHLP
hK5 inh: blocks human kallikrein 5 protease activity; Q9Y337; recombinant hK5, fluorogenic AMC substrate cleavage; inhibition, % at 5 µM; actives 0.59% (n = 210,000);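 active = inhibition of 40% or more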;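 note: 0% = enzyme controls without compound and 100% = no-enzyme blanks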
Target sequence (Q9Y337 67-293 limits assumed): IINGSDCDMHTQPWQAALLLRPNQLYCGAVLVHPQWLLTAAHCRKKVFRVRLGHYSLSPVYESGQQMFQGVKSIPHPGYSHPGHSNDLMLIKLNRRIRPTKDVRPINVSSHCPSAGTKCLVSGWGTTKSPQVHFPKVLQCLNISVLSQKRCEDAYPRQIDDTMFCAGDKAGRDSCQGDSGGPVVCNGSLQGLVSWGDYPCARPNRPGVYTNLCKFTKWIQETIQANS
Rad51 HR inh: Rad51 (human) homologous recombination inhibition. Q06609. hRad51 DNA strand exchange, fluorescence dequenching. inhibition, % at 10 µM. actives 0.085% (n = 200,000). AID 1385;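 active = inhibition above 40% at the single screening dose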;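 note: 0% = DMSO control wells and 100% = blanks with heterologous ssDNA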
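Test system – preformed human Rad51 ssDNA filaments · Reagent – Donor/quencher-labelled 47-bp dsDNA substrate · Incubation – 37 °C 15-min filament assembly, 30-min compound preincubation, 15-min exchange · Signal – FRET fluorescence dequenching, excitation 485 nm, emission 520 nm · Read-out – percent inhibition from fluorescence, normalised to plate control and blank means · Benchmarks – plate control and blank wells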
Cl transport mod: KCC2 (human) Cl- transport modulation; Q9H2X9; KCC2 cells, thallium flux FluoZin-2 fluorescence; B-score of Tl+ flux slope (higher = more flux/activation; lower = inhibition) at 10 µM; actives 2.2% (n = 190,000); AID 1456;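 active = thallium flux slope and its plate-corrected score both differing from the plate sample mean at a set confidence after two filtering rounds, in either direction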;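 note: slope of fluorescence scaled to starting intensity during 10 to 20 s after thallium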
eIF4E 4G PPI: inhibitors of eIF4E and eIF4G interaction in translation initiation; P63073+Q04637; TR-FRET eIF4E-eIF4GI(517-606) binding, 2 h; inhibition, % at 21.7 µM; actives 0.37% (n = 220,000);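 note: 0% = full FRET control wells and 100% = background wells lacking eIF4GI fragment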
NCF1 inh: inhibitors of human p47phox binding; P14598; p47phox/p22phox peptide binding, fluorescence polarization, 2 h; inhibition, % at 24.7 µM; actives 0.53% (n = 220,000); AID 1274;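 note: 0% = p47phox with labelled peptide and 100% = labelled peptide alone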
EBV gp42 block: EBV gp42 inhibition; Q1HVG2; Fluorescence polarization binding assay, mP read-out; inhibition, % (tested at 21.74 µM); actives 0.42% (n = 220,000); AID 1085; in the data active = inhibition above about 50%
Target sequence (Q1HVG2 whole entry, looked up): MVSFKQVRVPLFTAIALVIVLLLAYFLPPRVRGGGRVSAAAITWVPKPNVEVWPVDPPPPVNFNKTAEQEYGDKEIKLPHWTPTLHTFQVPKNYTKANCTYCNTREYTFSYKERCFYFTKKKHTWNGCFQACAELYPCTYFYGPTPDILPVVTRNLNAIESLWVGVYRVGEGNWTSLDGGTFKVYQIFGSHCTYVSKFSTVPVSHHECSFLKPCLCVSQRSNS
Thrombin inh: inhibitors of human thrombin; P00734; alpha-thrombin, Boc-VPR-AMC fluorogenic substrate cleavage; inhibition, % at 5 µM; actives 0.26% (n = 220,000); AID 1046;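 active = inhibition at or above 40%; inactive = inhibition below 40%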;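 note: 0% = enzyme with no compound and 100% = wells without enzyme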
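Assay system: human alpha-thrombin enzyme. Reagent: Boc-VPR-AMC substrate, 15 µM final. Compound dosing: one concentration per compound, 5 µM, with 0.2% DMSO. Incubation: room-temperature reaction. Technique: AMC fluorescence, 355/460 nm. Measure: % inhibition relative to enzyme controls and enzyme-free blanks.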
* marks the source's active call; other numbers are inactive results; . = no result given; [ ] = dose if it differs, or a comment.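 Rule for the calls, unless noted: active = inhibition above about 30% (limit read from the data); inactive = the rest.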

SMILES	14-3-3 Bad PPI	Furin inhibitor	hK5 inh	Rad51 HR inh	Cl transport mod	eIF4E 4G PPI	NCF1 inh	EBV gp42 block	Thrombin inh
C=CCC1(C#N)C(=S)NC2=C(C(=O)CC(C)(C)C2)C1c1ccc(Br)cc1 (stereo unspecified)	-12.7[fluorescence artefact?]	-15.9	-17.1	6.4	-0.0906	11.4	-47.1	2.2	-12.4
COc1ccc2cc(C(=O)NCc3ccco3)c(=O)oc2c1	.	-27.8[20 µM]	-36.6	-2.3	-0.107	.	-8.8	-16.8	1.4
CSc1cccc(NC(C)=O)c1	-14.6	-8.8	-4.5	-6.2	1.08	1.3[fluorescence artefact?]	-0.5	-14.0	-5.1
Cc1nn(C)c(C)c1CNC(=O)/C=C/c1ccccc1F	4.6[fluorescence artefact?]	-13.9	-5.0	.	-0.632	0.0[fluorescence artefact?]	-3.0	10.0	1.9
Cc1csc(NC(=O)c2ccco2)n1	-1.3	-28.7[20 µM]	-0.5	-1.1	-0.984	-4.1	-0.1	-0.4	-2.5
O=C(COC(=O)c1ccc2ncsc2c1)NC(=O)NCc1ccccc1	-7.6	-8.6	-7.1	33.1	-0.751	0.0	4.3	-5.0	4.7
CC(=Nc1ccc(C)c(C)c1)C1=C(O)CCC1=O	7.0[fluorescence artefact?]	-16.2[20 µM]	-7.0	5.4	-0.243	-16.0	1.7	-15.3	2.9
COc1cccc(OCC(O)CN2CCC(Cc3ccccc3)CC2)c1 (stereo unspecified)	36.3[fluorescence artefact?]	-17.0	-5.8	7.5	-2.34	-0.2[fluorescence artefact?]	8.8	-0.2	-3.8
COc1cccc(Cn2nnc(C(=O)NCCc3ccc(Cl)cc3)c2N)c1	-7.2[fluorescence artefact?]	-32.1	-3.2	2.3	.	-0.1	-12.4	14.2	-3.8
COc1ccc(CC(=O)NCc2nnc(SCC(=O)Nc3ncc(C)s3)n2C)cc1	-4.1	-27.3	0.9	5.2	-0.179	0.7	-2.7	-3.7	.
COC(=O)CSc1[nH]c2ccccc2c1[N+](=O)[O-]	9.0	-12.2	4.2	1.9	-0.000366	-9.1	-6.9	-8.5	-1.0
O=[N+]([O-])c1cc(/C=N\Nc2nccs2)ccc1O	74.8*[fluorescence artefact?]	-0.4[20 µM]	-29.8	.	1	49.4*[fluorescence artefact?]	-10.1	92.7*	6.2
CCOc1cc(C2NC(=O)NC(O)(C(F)(F)F)C2C(=O)c2ccc(Cl)cc2)ccc1O (stereo unspecified)	-6.0	-11.5	28.1	-8.8	0.855	-6.0	-1.5	6.6	54.4*
Cc1ccc(S(=O)(=O)/N=C(\Sc2ccccc2)c2ccccc2)cc1	9.2	-8.8[20 µM]	-18.5	-4.0	0.016	4.6	-4.4	-7.2	-1.1
CC(=O)C(N=Nc1ccccc1)(Sc1nnc(-c2ccccc2)n1-c1ccccc1)C(C)=O	-11.8	-6.8[20 µM]	-3.9	-6.5	-1.22	-4.2	-15.3	23.0	-4.0
Cc1ccc(Cl)cc1NC(=O)c1ccc(Cn2cc(Cl)cn2)cc1	-7.2	-23.2	-8.9	.	-2.35	3.6[fluorescence artefact?]	-6.6	-7.9	-4.9
O=C(CSC1CCCCC1)Nc1nccs1	-12.3	-24.9	54.3*	.	0.0237	3.1[fluorescence artefact?]	-8.4	-13.1	104.4*
NC(=S)N/N=C/c1coc2cc(Cl)ccc2c1=O	-5.1	-6.5	1.4	0.3	1.23	-4.4[fluorescence artefact?]	-16.0	6.0	27.3
N/C(=N\OC(=O)c1ccccc1)c1ccncc1	-3.5	-24.0	-2.6	-0.2	0.15	10.2	8.8	6.3	-7.8
O=C(Nc1nnc(SCc2c(Cl)cccc2Cl)s1)c1ccc2ncsc2c1	92.6*	-25.4	-16.2	.	.	17.9	1.0	4.4	1.5
S=C(Nc1ccccc1)Nc1ccc(OCc2ccc(Cl)cc2Cl)cc1	11.7	-32.1[20 µM]	13.6	0.6	.	0.8	-10.3	-3.2	12.1
Cc1cccc(N2CCN(C(=O)CCn3c(=O)[nH]c4ccccc4c3=O)CC2)c1C	5.2[fluorescence artefact?]	-20.2	-3.0	-0.9	.	0.9	-9.1	-4.8	-5.1
CO/N=C\c1cc(C(=O)c2ccc(Cl)cc2Cl)cn1C	-4.6	8.2	4.6	-2.5	0.203	0.0	0.0	1.4	-5.2
O=S(=O)(c1ccc(NC(=S)N/N=C/c2ccc(N3CCOCC3)cc2)cc1)N1CCOCC1	-22.3	-9.5	-30.5	4.1	0.0493	7.7	-10.2	-30.6	-7.3
CN(c1ccc(OCc2nnc(-c3ccccc3)o2)cc1)S(=O)(=O)c1ccccc1	-3.2	-22.0[20 µM]	-6.3	-5.2	-4.17*	-6.9	-15.0	-16.5	0.1
COC(=O)CC1NCCc2cc(OC)c(OC)cc21 (stereo unspecified)	-1.7	-35.2	-1.3	7.0	-0.283	2.7	-14.8	-14.3	-24.7
CCn1c(SCC(=O)Nc2nc(-c3ccc(C)cc3)cs2)nnc1-c1ccccc1O	-12.7	-14.5[20 µM]	-10.0	8.4	-1.4	1.8	-54.0	-7.3	3.7
Cc1nc(SCC(=O)NC(=O)NC(C)C)nc(C)c1C	-3.0	-6.8	50.1*	3.5	-0.228	4.0	-8.6	-7.5	35.1
CN1CCC(=NNc2ncnc3sc4c(c23)CCCC4)CC1	-2.6[fluorescence artefact?]	-16.8	-9.4	15.7	0.211	5.9	-9.3	-9.5	1.5
COc1ccc(CCn2c(-c3ccc(OC)cc3)nc3c(c(=O)c4ccccc4n3C)c2=O)cc1	5.8	-12.1	-1.6	.	0.0592	-3.3	-8.9	-12.7	-6.3
COC(=O)C(NC(=O)c1ccccc1)=C(C)C	12.6	-15.6	8.9	0.0	0.1	0.6	-6.1	6.1	-1.6
CC(=O)Nc1ccc(NC(=O)COC(=O)C2(c3ccc(Cl)cc3)CCCC2)cc1	-1.7	-19.8	-13.1	10.8	-0.0484	23.7[fluorescence artefact?]	-11.3	2.0	1.4
COCCCNC(=O)c1ccc(N(C)S(C)(=O)=O)cc1	5.8	-12.3[20 µM]	20.4	-2.5	0.229	-2.4	-9.9	-10.2	8.8
N#Cc1cc2c([nH]c1=S)CCCCCC2	32.7	-20.8	-11.8	7.3	6.44*	2.7	-3.1	2.4	-4.1
Cc1ccc(S(=O)(=O)N2CCCN(C(=O)OC(C)(C)C)CC2)cc1	0.5	-15.5	1.7	22.1	-0.914	4.4	-6.8	-16.9	0.3
Cn1cnnc1SC(C(=O)Nc1cccc(C(F)(F)F)c1)c1ccccc1 (stereo unspecified)	9.2	5.7[20 µM]	5.7	-3.3	.	4.4	-3.8	-3.7	2.5
COc1cc(CNCCO)cc(Cl)c1OCc1ccccc1Cl	6.6	-17.1	2.5	-2.0	0.916	-0.3	-2.4	-2.9	-7.2
Cn1c2ccccc2c2n[nH]c(=O)nc21	3.6	6.3	-0.1	-3.1	0.602	-2.8	-4.3	-8.1	15.8
Cc1nc(NCc2ccccn2)c2c3c(sc2n1)CCCC3	9.6	-17.4	-5.6	6.0	-2.37	5.9	-7.4	-3.3	-0.8
Cc1ccc(NC(=O)c2cc3ccccc3oc2=O)cc1S(=O)(=O)N(C)C	-4.0	-13.5	1.7	-19.4	0.918	0.4	-7.2	5.6	-10.6
CCOC(=O)C1CCN(S(=O)(=O)Cc2ccccc2)C1=O (stereo unspecified)	33.5[fluorescence artefact?]	-10.5	-5.1	8.4	.	0.9	15.7	-6.0	-6.1
O=C(Nc1ccc(F)cc1)c1cc2c(s1)CCCC2	0.2	10.3	2.0	4.0	-0.114	1.2	-11.5	-17.3	-1.4
CCO/C(C)=C1\C(=O)Nc2ccccc21	-6.4[fluorescence artefact?]	-8.7[20 µM]	-7.2	5.9	-0.432	3.0	-5.3	-9.1	8.1
COC(=O)c1cc(-c2ccc(OC)c(OC)c2)n[nH]1	0.0	-11.2[20 µM]	-1.9	-6.7	-0.0427	-1.6	3.5	7.7	-1.7
CCS(=O)(=O)c1ccc(C(=O)NC)c(Cl)c1Cl	-2.8	-19.6	-8.2	5.3	0.53	2.0	11.3	-18.1	3.3
COCCNC(=O)NC12CC3CC(CC(C3)C1)C2	-11.3	-17.0	3.2	-6.3	-0.23	-2.5	4.6	13.4	-2.2
Cc1ccc2c(C)nc(/N=C(\N)NC(=O)N3c4ccccc4Sc4ccccc43)nc2c1	-6.5	-28.9	-7.8	-35.4	1.39	2.6[fluorescence artefact?]	-26.8	-6.5	-3.7
Cc1ccc(CNC(=O)COC(=O)c2c(C)noc2C)cc1	4.1[fluorescence artefact?]	-6.0[20 µM]	-34.0	-9.6	.	-10.3	-4.2	-1.1	1.1
O=C(Nc1ccc(OC(F)(F)F)cc1)c1n[nH]c(Cn2cncn2)n1	3.2	-15.0[20 µM]	-2.1	-5.5	0.0959	-0.6	-1.4	-1.2	-6.2
CCC(C)c1ccc(O)c(/C=N/O)c1 (stereo unspecified)	-14.1	-7.8[20 µM]	-11.4	0.4	-0.742	-0.9	-20.4	0.9	-8.7

Profiles from above:
Entry for `Cc1ccc(CNC(=O)COC(=O)c2c(C)noc2C)cc1` : 14-3-3 Bad PPI: 4.1[fluorescence artefact?]; Furin inhibitor: -6.0[20 µM]; hK5 inh: -34.0; Rad51 HR inh: -9.6; Cl transport mod: .; eIF4E 4G PPI: -10.3; NCF1 inh: -4.2; EBV gp42 block: -1.1; Thrombin inh: 1.1
Entry for `CCO/C(C)=C1\C(=O)Nc2ccccc21` : 14-3-3 Bad PPI: -6.4[fluorescence artefact?]; Furin inhibitor: -8.7[20 µM]; hK5 inh: -7.2; Rad51 HR inh: 5.9; Cl transport mod: -0.432; eIF4E 4G PPI: 3.0; NCF1 inh: -5.3; EBV gp42 block: -9.1; Thrombin inh: 8.1

(continued)
SMILES	14-3-3 Bad PPI	Furin inhibitor	hK5 inh	Rad51 HR inh	Cl transport mod	eIF4E 4G PPI	NCF1 inh	EBV gp42 block	Thrombin inh
CCOC(=O)N1CCN(C2=NC3(CCCCC3)C(C#N)C(=O)N2)CC1 (stereo unspecified)	3.6	-19.3	-3.3	2.2	.	-0.9	-3.4	-18.4	-9.4
O=C(Nc1ccccc1C(=O)OCn1nnc2ccccc2c1=O)c1ccco1	-8.8[fluorescence artefact?]	-12.5[20 µM]	38.7	-1.5	1.62	-3.2	-3.3	-14.7	-2.4
Cc1c(C#N)c2ncn(CC#N)c(=O)c2n1-c1ccccc1	2.9	-10.9[20 µM]	-0.9	9.3	.	-3.0	-8.1	-14.2	5.0
Clc1ccccc1OCCN1CCCCC1	67.4[fluorescence artefact?]	-13.6	17.7	-2.7	.	8.4[fluorescence artefact?]	-3.0	0.6	5.6
Cc1ccc(-n2nnnc2SCC(=O)NCCC2=CCCCC2)c(C)c1	-15.8	-13.6	-15.2	-5.4	-1.67	-5.2	-9.5	14.8	-15.1
CC(C)(C)c1cc(C(=O)NNc2cccc(Cl)c2)n(Cc2ccccc2)n1	1.0	-6.7	-6.0	14.4	-0.431	5.5	-8.9	-9.3	0.4
Cc1ccc2[nH]c(=O)c(C(c3nnnn3CC3CCCO3)N3CCCc4ccccc43)cc2c1 (stereo unspecified)	11.3	-23.0[20 µM]	-10.3	-2.6	-0.0842	3.7	-3.4	-9.2	-0.9
Cn1c(SCC(=O)NC2CCCC2)nc2cccnc21	1.6	-23.2	-3.2	-3.3	0.953	2.5	-7.2	-5.4	-2.0
COC(=O)c1ccc(CO/N=C/c2ccc(OC)cc2)o1	-11.0	-28.8	0.2	18.1	-0.0483	9.0	-8.6	-26.8	-14.6
CS(=O)(=O)N(CC(=O)NCc1ccccn1)c1ccc2c(c1)OCCO2	4.1	-29.2[20 µM]	-1.9	-20.4	-0.326	-0.8	-21.6	-6.2	-1.3
